High-throughput results from PubChem BioAssay.
LMP1 NFkB inh: EBV LMP1-driven NF-kappaB luciferase reporter inhibitors, primary screen, cell-based, luminescence, single point. 0.69% of 350,000 active. LMP1-induced NF-kappaB luciferase reporter cells. inhibition, % at 12.5 µM; in the data active means inhibition above about 41%; inconclusive means no clear call, values can overlap the other calls;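 further: 0% = neutral control wells and 100% = reference inhibitor control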
MITF TRPM1 inh: inhibitors of MITF-dependent TRPM1 promoter reporter, primary screen, cell-based, SK-MEL-5, single point, luciferase; SK-MEL-5 TRPM1 promoter luciferase, 24 h; inhibition, % at 12.5 µM; 0.83% of 330,000 active; AID 488899, 2010;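 active means mean inhibition across replicates of 60% or more, whatever share of single replicates reaches that level; inconclusive means some that reach 60%, reason not given; inactive means mean inhibition across replicates below 60%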; further: values of inactives mirror those of a sister screen read the other way
Peg3 prom inh: Peg3 promoter-driven luciferase inhibitors, primary screen, cell-based, HeLa, luciferase luminescence | HeLa PEG-Prom luciferase reporter, overnight | inhibition, % at 20 µM | 1.7% of 360,000 active | AID 588405, 2011;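 active means inhibition of at least 50% at 20 µM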
Shn3 inh set2: reduction of Shn3 3'UTR firefly luciferase signal, primary screen, Schnurri-3 inhibitor project, cell-based, Clone20 osteoblasts, set 2 | Clone20 osteoblast Shn3 3'UTR firefly luciferase, 24 h | inhibition, % at 12.5 µM | 0.52% of 360,000 active | AID 588674, 2011;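 active means mean inhibition of at least 75% with every replicate also reaching 75%; inconclusive means mean inhibition at least 75% but some replicate below; inactive means mean inhibition below 75%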;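 further: 0% = median of neutral control wells and 100% = pilot-screen positive control compound; some compounds past the cut are filed as inactive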
NR2E3 ag-1: NR2E3 agonists in two-hybrid cells, primary screen, cell-based, luminescence, CHO-S, Gal4-NCOR/VP16-NR2E3; AID 602229, 2012; Photoreceptor-specific nuclear receptor (Homo sapiens), Q9Y5X4; inhibition of corepressor binding, % at 3.98 µM; luciferase; 0.35% of 360,000 active;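 active means inhibition above the mean of all tested compounds plus 3 SD, cut at about 70% in these data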;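 further: 0% = DMSO with NR2E3 transfected cells and 100% = cells lacking NR2E3 construct; higher means lower luciferase signal from less NR2E3 corepressor binding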
Target sequence (Q9Y5X4 whole entry, looked up, the tested form may be a part): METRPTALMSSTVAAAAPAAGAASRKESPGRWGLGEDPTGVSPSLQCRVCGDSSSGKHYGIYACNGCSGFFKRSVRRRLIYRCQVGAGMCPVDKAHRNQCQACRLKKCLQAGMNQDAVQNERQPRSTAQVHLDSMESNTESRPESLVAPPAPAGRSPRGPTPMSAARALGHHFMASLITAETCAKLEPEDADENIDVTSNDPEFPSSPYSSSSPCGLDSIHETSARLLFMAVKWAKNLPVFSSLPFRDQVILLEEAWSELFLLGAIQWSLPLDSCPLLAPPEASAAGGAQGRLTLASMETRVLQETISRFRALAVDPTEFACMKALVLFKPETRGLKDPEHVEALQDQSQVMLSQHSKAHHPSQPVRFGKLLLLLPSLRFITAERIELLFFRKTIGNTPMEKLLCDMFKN
NR2E3 ag-2: inhibitors of NR2E3-RetCOR corepressor binding, primary screen, NR2E3 agonist project, biochemical, TR-FRET, GST-NR2E3, biotin-RetCOR | inhibition of corepressor binding, % at 4.78 µM | 0.12% of 320,000 active | 1536-well | AID 2300, 2010 | Photoreceptor-specific nuclear receptor (Homo sapiens), Q9Y5X4;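 active means percent inhibition above the cutoff of mean plus 3 SD of all tested compounds, set per screening campaign, cut at about 20% in these data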;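 further: 0% = DMSO wells and 100% = biotin wells as full block of FRET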
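Material: NR2E3–RetCOR corepressor complex | Quantity: 1.35 nM GST-tagged NR2E3 final | Schedule: 5 h at 4 °C | Replication: Singlicate compound wells | Reagent: RetCOR corepressor, biotinylated, 7 nM | Controls: Biotin wells as high control, 0.6% DMSO wells as low control | Signal: TR-FRET, Eu(K)-anti-GST donor, streptavidin-D2 acceptor, ex 340, em 617/671 nm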
C8 TRAIL sens: viability loss with TRAIL in NB7+C8 cells, primary screen, TRAIL sensitizer project, cell-based, ATPlite luminescence; inhibition (viability loss, TRAIL sensitization), % at 10 µM; 1% of 360,000 active; AID 624354, 2012;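 active means compounds causing at least 50% loss of cell viability in the single-dose screen, relative to plate controls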
CF NFkB inh: inhibitors of PAF-induced NF-kB signaling, primary screen, cell-based, GFP fluorescence, uHTS; KKLEB NF-kB-GFP reporter, GFP fluorescence overnight; inhibition, % at 5 µM; 0.86% of 360,000 active; AID 588850, 2011;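 active means at least 50% inhibition at 5 µM, scaled per plate between neutral and stimulator controls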;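 further: PAF is a Pseudomonas aeruginosa culture filtrate used as stimulus; plate controls were PAF-stimulated DMSO wells for no effect and unstimulated DMSO wells for full effect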
HIF-2a block: HIF-2a reporter inhibitors, primary screen, luminescence, 786-0 RCC cells; 786-0 RCC cells HIF-2a reporter, luciferase luminescence, overnight; inhibition, % at 18.8 µM; 0.72% of 360,000 active; AID 624352, 2012;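 active means inhibition of the luminescence signal of 40% or more relative to plate controls, in a single-dose primary screen at 18.75 µM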
KKLEB tox: cytotoxicity in KKLEB CF airway cells, primary screen, cytotoxicity control for CF NF-kB inhibitor project, cell-based, uHTS, fluorescence assay plates | KKLEB CF airway cells viability, ATPlite luminescence, overnight; active compounds read low; cells stimulated with P. aeruginosa culture filtrate | activity change (cytotoxicity), % at 5 µM | 0.36% of 360,000 active | AID 602141, 2011;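 active means corrected activity change at or below -50% at 5 µM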
iPSC survival up: enhancers of single-cell hiPSC survival, primary screen, ATPlite luminescence | 100% = ROCK inhibitor wells, 0% = DMSO | survival enhancement, % at 20 µM | 0.044% of 360,000 active | AID 602274, 2012; in the data active means survival enhancement above about 18%;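 further: cells exposed to compounds for 16 hours before the ATP read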
* marks the source's active call; other numbers are inactive results; ? = inconclusive; / = not tested or not shown. This is a subset; the hit share may differ from the screen's.

SMILES	LMP1 NFkB inh	MITF TRPM1 inh	Peg3 prom inh	Shn3 inh set2	NR2E3 ag-1	NR2E3 ag-2	C8 TRAIL sens	CF NFkB inh	HIF-2a block	KKLEB tox	iPSC survival up
O=[N+]([O-])c1ccc(Nc2nc(Cl)nc(NCCO)n2)cc1	-4	8	7	-7	3	3	-13	-24	11	-2	-0.2
O=C(Nc1ccc2c(c1)OCCO2)C(CCc1ccccc1)N1CCC(Cc2ccccc2)CC1 (centres undefined)	/	/	-104	-11	-1	/	-5	-19	-273	0	-0.8
O=c1c2ccccc2nc2n1C(CBr)CS2 (centres undefined)	3	10	-11	-7	-4	1	-5	-6	8	13	-0.1
Cc1ccc(S(=O)(=O)NC2=NCN(CCc3ccccc3)CN2)cc1	-20	7	3	-7	4	3	-1	1	-5	10	-0.4
O=C(Cc1ccccc1)N1CCN(S(=O)(=O)c2cccc([N+](=O)[O-])c2)CC1	-7	-6	1	-3	4	3	2	8	6	-5	-1.8
Cc1cc(NC(=O)CN2C(=O)NC3(CCCCCC3)C2=O)no1	0	-15	5	-6	0	5	-12	4	4	-2	-0.3
Cc1cccc2c(=O)cc(C)n(CC(=O)N3CCCCC3)c12	1	7	9	11	-29	3	7	-1	1	5	-0.1
CCCC(=O)Nc1nnc(CC(=O)N2CCCC2)s1	-1	10	-1	7	-12	0	-6	-6	18	5	-1.2
O=C(CN1C(=O)C2C3CC(C(Br)C3Br)C2C1=O)OCC(=O)c1cccc([N+](=O)[O-])c1 (centres undefined)	3	-6	16	10	-12	1	1	27	11	-6	0.4
Cc1ccccc1N1CCN(Cc2ccc(Br)o2)CC1	-6	-6	-23	7	-9	/	1	2	9	-5	-0.3
Nc1ccccc1C(=O)NCC1(c2ccccc2)CCCC1	-28	-2	13	-3	-9	2	4	9	14	-21	-0.4
COc1ccc(-c2cc(C(=O)Nc3c(C)n(C)n(-c4ccccc4)c3=O)no2)cc1OC	4	-4	12	/	14	1	-20	2	2	-2	0.0
O=C(NCCS(=O)CCNC(=O)C(F)(F)F)C(F)(F)F	-3	-4	9	-22	-15	-2	2	-1	9	-6	5.9
O=C(NNc1cc(N2CCOCC2)nc(N2CCOCC2)n1)c1ccc([N+](=O)[O-])cc1	4	4	6	-7	-10	/	-4	-9	5	9	-1.6
O=C(Cc1ccccc1)NCC(=O)N/N=C/c1cccnc1	4	13	-3	3	-18	0	-9	-11	11	10	0.9
O=C(NCC(c1cccnc1)N1CCN(c2ccccc2F)CC1)C1CCCCC1 (centres undefined)	6	10	5	12	6	1	-3	-3	17	7	-1.3
Cn1cc(Cc2ccc(C(=O)N3CCN(Cc4ccccc4)CC3)cn2)c2ccccc21	/	/	7	10	13	/	4	0	3	1	-1.8
CC(C)N(c1ccccc1)c1ccc(NC(=O)[C@@H]2O[C@H](CO)[C@H](O)[C@H](O)[C@H]2O)cc1	/	/	10	-3	-9	/	-17	14	10	-8	-1.7
CCc1ccc(NC(=O)CC2S/C(=N/N=C3CCCCCC3)NC2=O)cc1 (centres undefined)	-8	4	4	0	-13	/	-6	-23	3	-5	0.4
O=C1CC(c2ccc(S(=O)(=O)NCc3ccncc3)cc2)CN1 (centres undefined)	-13	7	6	44	-30	0	0	-17	6	18	-0.5
CC(Cc1ccccc1)Nc1ncnc2c1ncn2C1OC(CO)C(O)C1O (centres undefined)	-1	-22	-41	12	-1	3	-2	-5	-45	-34	2.4
CCC(C)NC(=O)c1nc2c(nnn2Cc2ccccc2Cl)c(=O)[nH]1 (centres undefined)	8	3	-3	-20	2	-2	-14	-13	28	4	1.8
CCOc1ccc2c(c1)c1nc3ccccc3nc1n2C	-13	2	-49	1	-21	/	5	-118	-86	-7	0.4
CCCN(CCC)CCCNC(=O)CC1Nc2ccccc2NC1=O (centres undefined)	0	5	8	2	5	0	-17	5	18	-3	2.5
CSc1ccccc1-c1n[nH]c(=S)o1	-6	10	3	7	-3	/	-8	1	10	8	-1.0
CC(C)(C)c1nc2c(Br)cc(Br)cc2c(=O)o1	-1	4	8	-4	3	0	-10	-2	18	12	-0.4
CCOc1ccc(N=Nc2c(=O)[nH]n3c(=O)cc(C)[nH]c23)cc1	20	-2	-20	-5	-62	-14	37	6	-54	-14	-0.6
CC(C)CC(=O)Nc1nnn(C)n1	-11	8	19	-5	-20	6	-16	-3	22	9	-0.3
CCOC(=O)c1sc2nc(C)nc(Nc3ccc(OC)c(OC)c3)c2c1C	-2	-16	-7	24	-5	0	12	-6	-13	-3	0.4
COc1ccccc1N/C(N)=N/c1nc(CSc2ccc(C)cc2)cc(=O)[nH]1	3	18	18	?	19	0	8	-11	0	-1	4.3
COc1cc(OC)c(NS(=O)(=O)c2cc3[nH]c(=O)c(=O)[nH]c3cc2C)cc1Cl	-7	6	9	-14	-13	0	-21	24	11	-6	-0.1
CCOC(=O)C1CCC(CN(Cc2ccccc2C)S(=O)(=O)c2ccc([N+](=O)[O-])cc2)CC1 (centres undefined)	16	13	7	15	-20	-2	14	-9	23	14	-3.2
O=c1[nH]c(=S)[nH]c2sc3c(c12)CCCCCC3	-3	0	-10	6	9	9	-19	0	5	-1	2.6
COc1cccc(S(=O)(=O)NCc2ccc(C(=O)N3CCN(C)CC3)cc2)c1	-4	-6	6	-3	-17	/	-7	38	13	-19	0.0
Cc1ccc(C(=O)Nc2nc(=O)n(C(=O)c3ccccc3Cl)s2)cc1	-12	-13	-137	-42	6	/	-5	-19	-198	12	3.0
CC(C)CC(=O)N(c1ccc(F)cc1)C1C=CS(=O)(=O)C1 (centres undefined)	5	-7	19	0	-5	1	-7	-2	12	4	0.0
CCc1cccc2c(C#N)cn(CC(=O)NCCOC)c12	1	-5	-1	2	-28	1	1	3	10	-7	-0.9
Cn1nnc2cc(C(=O)NCCC3=CCCCC3)ccc21	-9	-14	-92	-40	-149	1	-6	-5	-90	-5	-1.3
CCC(=O)Nc1ccccc1Sc1ncnc2scc(-c3ccccc3)c12	-13	5	18	-1	4	2	-7	-4	25	-8	-0.3
CC(=O)NC1=NN(C(C)=O)C(c2cccs2)S1 (centres undefined)	2	2	-18	6	14	1	4	-6	0	-1	1.1

The list goes on; it opens with the 2 that closed the last part.
SMILES	LMP1 NFkB inh	MITF TRPM1 inh	Peg3 prom inh	Shn3 inh set2	NR2E3 ag-1	NR2E3 ag-2	C8 TRAIL sens	CF NFkB inh	HIF-2a block	KKLEB tox	iPSC survival up
CCC(=O)Nc1ccccc1Sc1ncnc2scc(-c3ccccc3)c12	-13	5	18	-1	4	2	-7	-4	25	-8	-0.3
CC(=O)NC1=NN(C(C)=O)C(c2cccs2)S1 (centres undefined)	2	2	-18	6	14	1	4	-6	0	-1	1.1
CCOc1ccc(CNC(=O)C2CCCN(S(=O)(=O)N3CC(C)CC(C)C3)C2)cc1OC (centres undefined)	1	11	15	6	-1	-3	-1	6	9	-3	-0.4
O=C(Nc1ccccn1)c1ccccc1	-25	-83	-157	-64	-62	/	4	-2	-182	-9	-1.9
CN1CCN(c2nc(-c3ccccc3)ncc2S(=O)(=O)c2ccccc2)CC1	12	-28	9	9	13	-1	-3	15	3	-16	1.0
Cc1ccc(CSCC(=O)N2CCN(Cc3ccc4c(c3)OCO4)CC2)cc1	0	18	3	10	5	6	4	5	17	-1	2.1
O=C(CN1C(=O)C2CC=CCC2C1=O)OCC(=O)c1ccc(Cl)c([N+](=O)[O-])c1 (centres undefined)	0	11	0	8	6	0	-3	-1	-7	10	0.4
CC(NS(=O)(=O)c1cccc(Cl)c1F)[C@H](O)c1ccccc1 (some centres undefined)	-10	/	3	-24	-7	/	-8	-20	12	10	-0.7
O=C(NNC(=O)c1cccc(-n2cnnn2)c1)c1ccccc1	-9	0	-4	1	-10	-3	3	14	11	-10	2.9
O=S(=O)(c1ccccc1C(F)(F)F)N1CCOCC1	-5	4	12	-6	10	1	-7	2	8	-20	12
C=CCc1ccc(OCC(O)CN2CCN(Cc3ccccc3)CC2)c(OC)c1 (centres undefined)	-1	6	12	-3	-22	3	2	-5	6	-5	0.4
CCN(C(=O)Cc1nc(N)n[nH]1)C1(C(=O)Nc2ccccc2)CCCCC1	-4	6	19	-12	-9	-4	-4	-12	10	13	0.4
C=CC[C@H](CC(=O)NCCO)C(=O)N[C@H](COC(=O)[C@@H](CC=C)Cc1ccc(F)cc1)c1ccccc1	-3	5	13	-17	-13	/	14	2	6	-3	-4.0
O=C(CC1(CC(=O)N2CCOCC2)CCCC1)Nc1ccccc1	-7	-9	-3	-12	3	1	6	17	0	-6	0.1
C/C(=N\NC(=O)c1cccc(N/N=C(\C)c2ccco2)c1)c1ccco1	-9	0	-33	-36	-53	/	-4	-27	-39	11	-0.1
CCC1CCCCN1C(=O)C1CC(c2cc(Cl)c(OC)cc2OC)=NO1 (centres undefined)	-10	-1	-9	0	-18	-1	0	10	-35	-4	1.2
Cc1cc(C)c2c(N=NN3CCOCC3)[nH]nc2n1	2	12	-27	-28	-8	3	-8	1	-12	1	-1.7
C=CCc1cccc2cc(C(=O)NC)c(=O)oc12	1	1	-12	-25	-13	0	-11	-10	1	4	-1.8
Cc1ccc(NC(=O)COC(=O)CN2C(=O)c3ccccc3C2=O)cc1	-1	2	1	-5	-6	-1	0	6	1	-6	-0.5
Cc1ccc(S(=O)(=O)N/N=C/c2c(F)cccc2Cl)cc1	-2	13	17	-14	0	-3	4	1	19	-6	1.3
O=C(Cc1cc(=O)[nH][nH]1)N/N=C/c1cccc2ccccc12	5	6	10	-9	-8	5	1	6	12	-2	-6.1
CC1Cc2ccccc2N1S(=O)(=O)c1cnc(Cl)c(Cl)c1 (centres undefined)	-1	15	33	-15	-9	0	-4	-21	22	-2	2.5
O=C(O)CSCC(=O)Nc1ccc(C(=O)O)cc1	4	-6	-6	-11	-15	2	-5	-17	11	0	0.9
CN(C)CCN(C(=O)/C=C/c1cccs1)c1nc2ccc(Br)cc2s1	-8	6	18	10	1	-3	14	26	5	-22	-0.4
Cc1ccc2cc(/C=C(\C#N)C(N)=O)c(N3CCCCC3)nc2c1	-10	-6	-25	-13	-6	5	-6	-1	-38	-6	-0.9
